Source: PubChem (Sanford-Burnham Center for Chemical Genomics)
Apaf1 inhib – inhibitors of human Apaf-1 apoptosome, primary screen, biochemical, DEVD-Rh110 fluorescence, uHTS; Apoptotic protease-activating factor 1 (Homo sapiens), O14727; reconstituted apoptosome caspase-3 activity; inhibition, % at 20 µM; 330,000 compounds, 0.71% hits; active = inhibition of at least 40% at 20 µM;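 also: plate controls were DMSO wells for no effect and DEVD-CHO caspase inhibitor wells for full effect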
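Material: reconstituted apoptosome with Apaf-1, cytochrome c, caspase-9, procaspase-3, dATP. Technique: Rh110 fluorescence intensity. Buffer or medium: pH 7.5 Hepes buffer with CHAPS, BSA, DTT. Times: 30 min plus 50 min, RT.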
hIAP act – human IAP activators, primary screen, biochemical, luminescence, uHTS; purified human IAP, CDP-Star luminescence, 30 min; active compounds read high; 1 = vehicle-only enzyme, 0 = enzyme-free background; activation factor at 10 µM; 330,000 compounds, 0.16% hits;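 active = activation factor of the enzyme at least 2-fold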; also: the source names both 10 and 20 µM as test concentration; values of inactives mirror those of a sister screen read the other way
Target sequence (P09923 whole entry, looked up): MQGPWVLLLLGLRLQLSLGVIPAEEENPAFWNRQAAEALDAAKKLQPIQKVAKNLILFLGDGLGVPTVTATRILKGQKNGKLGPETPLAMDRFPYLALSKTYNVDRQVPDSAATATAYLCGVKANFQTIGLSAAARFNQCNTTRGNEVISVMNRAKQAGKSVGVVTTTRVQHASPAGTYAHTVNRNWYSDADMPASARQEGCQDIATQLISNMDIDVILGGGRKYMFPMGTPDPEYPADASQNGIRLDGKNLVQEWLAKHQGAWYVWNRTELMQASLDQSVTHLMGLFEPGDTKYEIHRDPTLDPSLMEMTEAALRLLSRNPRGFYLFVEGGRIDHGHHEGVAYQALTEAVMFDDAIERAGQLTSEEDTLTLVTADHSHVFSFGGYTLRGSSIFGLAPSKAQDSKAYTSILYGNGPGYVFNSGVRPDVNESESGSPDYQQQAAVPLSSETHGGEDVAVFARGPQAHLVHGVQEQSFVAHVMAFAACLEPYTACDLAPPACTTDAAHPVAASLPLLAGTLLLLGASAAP
hIAP inh – human IAP inhibitors, primary screen, biochemical, luminescence, uHTS | purified IAP, CDP-Star luminescence, 30 min | inhibition, % at 10 µM | 330,000 compounds, 0.12% hits;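 active = inhibition reaching a set limit with compound at 10 µM in the primary screen, cut at about 35% in these data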;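 also: plate controls were DMSO wells with enzyme for no effect and no-enzyme buffer wells for full effect; values of inactives mirror those of a sister screen read the other way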
NLRP3 yeast inh – NALP3 inflammasome inhibitors in reconstituted yeast, primary screen, luminescence, uHTS. 330,000 compounds, 0.39% hits. Yeast reconstituted NLRP3/ASC/caspase-1, beta-gal luminescence, 24 h. inhibition, % at 10 µM;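 active = inhibition of 50% or more; inactive = inhibition below 50%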;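 also: plate controls were induced DMSO wells for no effect and uninduced yeast grown without galactose for full effect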
ATG4B inh – ATG4B protease inhibitors, primary screen, biochemical, fluorescence, uHTS | 340,000 compounds, 0.51% hits | ATG4B cleavage of LC3-PLA2, NBD-HPC fluorescence, 1 h | Cysteine protease ATG4B (Homo sapiens), Q9Y4P1 | inhibition, % at 8.33 µM; in the data active = inhibition above about 40%
Target sequence (Q9Y4P1 whole entry, looked up): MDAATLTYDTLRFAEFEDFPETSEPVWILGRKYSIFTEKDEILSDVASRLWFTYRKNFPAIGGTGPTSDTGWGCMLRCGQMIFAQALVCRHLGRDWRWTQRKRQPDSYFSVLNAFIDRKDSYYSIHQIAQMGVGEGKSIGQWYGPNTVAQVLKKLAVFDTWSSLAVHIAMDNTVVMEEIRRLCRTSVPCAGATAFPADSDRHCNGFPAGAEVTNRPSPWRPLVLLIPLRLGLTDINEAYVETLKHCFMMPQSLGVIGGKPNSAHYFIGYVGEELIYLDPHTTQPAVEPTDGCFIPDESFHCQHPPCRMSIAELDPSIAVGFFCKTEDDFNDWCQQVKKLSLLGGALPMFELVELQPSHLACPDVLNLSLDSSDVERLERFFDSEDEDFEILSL
tim10-1 inh – growth inhibitors of tim10-1 mutant yeast, primary screen, luminescence, uHTS; inhibition, % at 20 µM; AID 463190, 2010; 330,000 compounds, 2.2% hits; S. cerevisiae tim10-1 ts strain growth, BacTiter-Glo, 24 h;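 active = inhibition of at least 40%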;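 also: mutant grown at 25 °C; 0% = DMSO wells with yeast and 100% = wells holding no yeast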
TIM10 inh – growth inhibitors of isogenic TIM10 control yeast, primary screen, counter-screen for tim10-1 yeast inhibitor project, luminescence, uHTS; inhibition, % at 10 µM; 330,000 compounds, 1.4% hits; S. cerevisiae TIM10 strain growth, BacTiter-Glo luminescence, 24 h;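 active = inhibition of 40% or more at the single tested concentration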;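 also: wild-type TIM10 isogenic control strain grown at permissive 25 °C; 0% = DMSO yeast wells and 100% = minimal medium wells without yeast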
mIAP inh – inhibitors of mouse IAP, primary screen, biochemical, luminescence, uHTS; 330,000 compounds, 0.2% hits; purified mouse IAP, CDP-Star luminescence, 30 min; inhibition, % at 10 µM; AID 2806, 2010;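 active = inhibition of at least 40% at 10 µM in the primary screen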;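 also: plate controls were DMSO with enzyme for no effect and no enzyme wells for full effect; values of inactives mirror those of a sister screen read the other way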
mIAP activ – activators of mouse IAP, primary screen, biochemical, luminescence, uHTS; 330,000 compounds, 0.24% hits; activation factor at 10 µM; muIAP, CDP-Star luminescence, 30 min; active compounds read high; 1 = vehicle-only enzyme signal, 0 = enzyme-free wells; intestinal alkaline phosphatase [Mus musculus];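 active = activation factor of at least 2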; also: the source names both 10 and 20 µM as test concentration; values of inactives mirror those of a sister screen read the other way
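System: Mouse IAP enzyme | Also added: CDP-Star substrate | Dosing: Compounds dispensed in DMSO | Schedule: 30 min enzyme-substrate-compound incubation at room temperature | Technique: Chemiluminescence readout | Control set: DMSO-only wells and no-enzyme negative control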
Active calls of the source: *.

no. | smiles | Apaf1 inhib | hIAP act | hIAP inh | NLRP3 yeast inh | ATG4B inh | tim10-1 inh | TIM10 inh | mIAP inh | mIAP activ
1 | CCOc1ccccc1NC(=S)N1CCN(c2nc(-c3ccc(F)cc3)cs2)CC1 | 7 | 0.99 | 1 | 27 | 5 | 18 | 31 | 15 | 0.85
2 | O=[N+]([O-])c1ccc(Sc2cc[n+]([O-])c3ccccc23)c([N+](=O)[O-])c1 | -2 | 0.98 | 2 | 13 | 0 | 26 | 36 | 2 | 0.98
3 | O=C(C1CC1)N(Cc1nc2ccccc2c(=O)[nH]1)Cc1cccs1 | -19 | 1 | 0 | 11 | 0 | 11 | -13 | 1 | 0.99
4 | Cc1ccc(NC(=S)N2CCCC(c3nc4ccccc4[nH]3)C2)cc1 (stereo not given) | -10 | 1.2 | -20 | 20 | -14 | 8 | 13 | -14 | 1.1
5 | O=C1OCc2ccc(NC(=O)c3sccc3Cl)cc21 | -4 | 1.1 | -15 | -4 | 6 | -1 | -3 | -10 | 1.1
6 | CN(CC(=O)Nc1ccc(Cl)cc1F)C1=NS(=O)(=O)c2ccccc21 | 0 | 0.94 | 6 | 12 | 2 | -3 | -8 | -1 | 1
7 | Fc1ccc(-n2cnnn2)c(F)c1 | -18 | 1.1 | -14 | -8 | 3 | -13 | 0 | 0 | 1
8 | NC(=O)C1CCCN(C(=O)c2ccc(S(=O)(=O)N3CCCCCC3)cc2)C1 (stereo not given) | 0 | 1.1 | -6 | 17 | -2 | -6 | 3 | -14 | 1.1
9 | CCn1c(NCc2ccccn2)nc2c1c(=O)n(C)c(=O)n2C | -3 | 0.93 | 7 | 2 | 1 | 7 | 11 | 15 | 0.85
10 | Cc1c(CCC(=O)N[C@@H](CC(C)C)C(=O)O)c(=O)oc2c(C)c3oc4c(c3cc12)CCCC4 | 11 | 1.1 | -9 | 1 | 1 | 13 | 13 | 9 | 0.91
11 | COCc1nnc(NC(=O)c2cc(Cl)ccc2OC)s1 | -2 | 0.92 | 8 | 32 | -3 | 21 | 15 | 10 | 0.9
12 | COc1ccc(CCn2c(=N)c(C(=O)NCCN3CCOCC3)cc3c(=O)n4cccc(C)c4nc32)cc1OC | -1 | 0.98 | 2 | 17 | -4 | 16 | -9 | 7 | 0.93
13 | Cc1cc(C)cc(N(CC(=O)NC2CC3CCC2C3)S(C)(=O)=O)c1 (stereo not given) | 7 | 0.87 | 13 | -8 | -14 | 21 | 22 | -6 | 1.1
14 | CC(C)(C)C(=O)N(Cc1ccccc1)c1ccccn1 | -19 | 1.1 | -11 | -7 | -33 | 17 | 2 | -5 | 1.1
15 | CC(=O)Nc1ccc(NC(=O)C(C)OC(=O)C2CCN(S(=O)(=O)c3ccc4c(c3)OCCO4)CC2)cc1 (stereo not given) | 2 | 0.95 | 5 | 18 | 2 | 2 | 13 | 6 | 0.94
16 | O=S1(=O)CC(O)C(N2CCC(c3ccccc3)CC2)C1 (stereo not given) | 0 | 0.93 | 7 | 7 | 4 | -11 | -13 | 8 | 0.92
17 | Cc1ccc(NC(=O)NCCCN2CCOCC2)cc1 | -23 | 0.86 | 14 | 13 | 8 | -6 | -2 | -11 | 1.1
18 | CCOC(=O)c1[nH]c2ccc(OC)cc2c1NC(=O)CCN1CCN(Cc2ccccc2)CC1 | -1 | 0.98 | 2 | -2 | -11 | 8 | 5 | -2 | 1
19 | C/C(CCS(=O)(=O)c1ccccc1)=N/O | 10 | 0.98 | 2 | 11 | 3 | 14 | 3 | -8 | 1.1
20 | CCc1ccc2nc(NC(=O)CCCc3cccs3)sc2c1 | 7 | 0.92 | 8 | 9 | 9 | 39 | 13 | 0 | 0.99

One compound at a time (already shown):
O=C1OCc2ccc(NC(=O)c3sccc3Cl)cc21 across the screens: Apaf1 inhib: -4; hIAP act: 1.1; hIAP inh: -15; NLRP3 yeast inh: -4; ATG4B inh: 6; tim10-1 inh: -1; TIM10 inh: -3; mIAP inh: -10; mIAP activ: 1.1
Cc1ccc(NC(=O)NCCCN2CCOCC2)cc1 across the screens: Apaf1 inhib: -23; hIAP act: 0.86; hIAP inh: 14; NLRP3 yeast inh: 13; ATG4B inh: 8; tim10-1 inh: -6; TIM10 inh: -2; mIAP inh: -11; mIAP activ: 1.1

The list continues:
no. | smiles | Apaf1 inhib | hIAP act | hIAP inh | NLRP3 yeast inh | ATG4B inh | tim10-1 inh | TIM10 inh | mIAP inh | mIAP activ
21 | Cc1ccc(NC(=O)Nc2ccc3c(c2)OCO3)nc1 | -2 | 0.96 | 4 | 27 | -2 | 13 | 18 | -5 | 1.1
22 | O=C(NCc1ccc2c(c1)OCO2)c1ccc(S(=O)(=O)NCC2CCCO2)cc1 (stereo not given) | 1 | 1.2 | -22 | 5 | -8 | -4 | -21 | -5 | 1.1
23 | COc1ccc(OC(=O)Nc2ccccc2)cc1 | 0 | 1.1 | -8 | 17 | -3 | 14 | 3 | -3 | 1
24 | COc1ccc2ccccc2c1/C=N/NC(=O)c1ccc(C)nc1 | 14 | 1.2 | -20 | 25 | -22 | 18 | -6 | 6 | 0.94
25 | O=C(CSc1nc2c(cnn2-c2ccc(F)cc2)c(=O)[nH]1)Nc1nccs1 | 24 | 1.1 | -8 | -2 | -1 | 1 | -12 | -4 | 1
26 | O=C(Nc1cccc(F)c1)Nc1cccc(Cl)c1 | -6 | 1.1 | -14 | 46 | 12 | 23 | -25 | -259 | 3.6*
27 | O=C(Nc1ncc(Cc2ccccc2Cl)s1)c1ccc([N+](=O)[O-])cc1 | 8 | 1 | -1 | -7 | 2 | 12 | 2 | 21 | 0.79
28 | COc1cccc(-c2nn(C)c3sc(C(=O)Nc4ccc5c(c4)OCCO5)cc23)c1 | 10 | 0.97 | 2 | 10 | -25 | 37 | 7 | -3 | 1
29 | O=C(Cn1nnc(-c2ccccc2)n1)NCc1cccs1 | -4 | 1.1 | -11 | 28 | 11 | 9 | -3 | -10 | 1.1
30 | COc1ccc(-c2noc(N3CCC(C(=O)Nc4cccc(OC)c4)CC3)n2)cc1 | 6 | 1 | 0 | 5 | -9 | 11 | 0 | -17 | 1.2
31 | Fc1ccc(-c2nnc3ccc(N4CCc5ccccc5C4)nn23)cc1 | 23 | 0.88 | 12 | 13 | -6 | 16 | -8 | 1 | 0.99
32 | CC(C)CC(=O)Nc1ccc(F)c(Cl)c1 | 2 | 0.97 | 2 | 14 | -7 | 11 | -1 | -1 | 1
33 | O=C(NC(=S)N(Cc1ccccc1)Cc1ccccc1)c1ccccc1F | 3 | 0.97 | 2 | 34 | 12 | 50* | 59* | 8 | 0.92
34 | CCCn1c(SCC(=O)NCc2ccc(C)cc2)n[nH]c1=O | 6 | 0.97 | 3 | 0 | -1 | 13 | -27 | 2 | 0.97
35 | COCc1ccc(CN2CCCC(C(=O)Nc3ccccc3-c3ccc(OC)cc3)C2)o1 (stereo not given) | 11 | 1.1 | -12 | -4 | -3 | 12 | 3 | 3 | 0.97
36 | Cc1ccc(-c2nnn(CC(=O)N(Cc3ccccc3)C(C(=O)NC(C)(C)C)c3ccncc3)n2)o1 (stereo not given) | -2 | 0.91 | 9 | 13 | -10 | 19 | 2 | -10 | 1.1
37 | CN(C)c1ccc(/C=N/Nc2cccc(C(=O)O)c2)cc1 | 3 | 1.1 | -6 | 7 | 8 | 12 | -4 | -8 | 1.1
38 | COCC1CCCN(Cc2nc(-c3ccc4c(c3)OCO4)no2)C1 (stereo not given) | -8 | 1.1 | -14 | 30 | -5 | 4 | 1 | 0 | 1
39 | CCOc1ccccc1N1CCN(CC(=O)Nc2ccnn2C2CCCC2)CC1 | 33 | 1 | -4 | 8 | -14 | 7 | 15 | 12 | 0.88
40 | CC(CCc1ccccc1)NC(=O)Cc1ccc([N+](=O)[O-])cc1 (stereo not given) | -7 | 0.86 | 14 | 11 | -12 | 5 | 10 | 9 | 0.91
41 | c1ccc(-c2nc(-n3nc4ccccc4n3)nc3ccccc23)cc1 | 19 | 0.89 | 11 | -20 | -4 | 25 | -4 | 5 | 0.95
42 | Cc1ccc(NC(=O)c2ccc(CNS(=O)(=O)c3cccc(C(F)(F)F)c3)cc2)cc1 | 14 | 1.2 | -24 | 9 | -2 | -2 | -10 | 1 | 0.99
43 | Cc1nc(C(=O)N2CCOCC2)sc1C1(C)CC(c2ccccc2)=NO1 (stereo not given) | 1 | 1.1 | -6 | 19 | -3 | -12 | -22 | -4 | 1
44 | CCCCN(CCCC)C(=O)c1sc2nc(N3CCOCC3)c3c(c2c1N)CCCC3 | 11 | 1.3 | -26 | 10 | -4 | 21 | 15 | 17 | 0.83
45 | Cc1sc(NC(=O)c2ccccc2)c(C(=O)NCCN(C)C)c1C | -6 | 0.94 | 6 | -1 | 6 | 25 | 16 | 1 | 0.99
46 | O=C(Nc1ccccc1)/C(=C/c1ccc([N+](=O)[O-])cc1)NC(=O)c1ccco1 | 3 | 0.9 | 10 | 14 | 5 | -11 | -14 | -2 | 1
47 | CCOC(=O)C(CC)n1cnc2sc3c(c2c1=O)CCC3 (stereo not given) | 9 | 1.1 | -13 | 30 | 5 | 18 | -6 | -1 | 1
48 | Cc1cc(C(=O)COc2cccc([N+](=O)[O-])c2)c(C)n1C1CC1 | 16 | 1.1 | -14 | 22 | 7 | 7 | -9 | -8 | 1.1
49 | O=C(COc1cccc(C(F)(F)F)c1)NCCCN1CCCC1=O | -1 | 0.83 | 17 | 15 | 0 | 9 | 0 | 1 | 0.99
50 | COc1ccccc1Nc1nc(C)c(C(=O)Nc2ccccc2)s1 | -2 | 0.94 | 6 | 27 | -3 | 5 | 1 | 12 | 0.88
51 | Cc1cccc(Nc2ncnc3nc[nH]c23)c1 | 5 | 1.6 | -63 | 17 | -7 | 13 | 10 | 8 | 0.93
52 | Cc1ccc2nc3c(cc2c1)c(NC(=O)c1ccccn1)nn3CC(C)C | 23 | 1.2 | -21 | 10 | 6 | 8 | -5 | 16 | 0.84
53 | COc1cccc(/C=N\Nc2nncc(-c3ccccc3)n2)c1 | 8 | 0.8 | 20 | 23 | -5 | -11 | 0 | -4 | 1
54 | CN(C)CCNC(=O)C(=O)c1c(-c2ccccc2)cc2ccccn12 | -7 | 1 | -5 | 2 | 5 | -1 | -6 | 4 | 0.96
55 | CN(CC(=O)Nc1ccc(Cl)c(C(F)(F)F)c1)C(=O)c1ccc(N2CCOCC2)c([N+](=O)[O-])c1 | 24 | 0.88 | 12 | 4 | -5 | -20 | -17 | 11 | 0.89
56 | CCN(CC)CCNC(=O)c1ccc(NC(=O)Cc2cccc3ccccc23)cc1 | 16 | 0.91 | 9 | 8 | -3 | -14 | -7 | -10 | 1.1
57 | O=C(Cc1c[nH]c2ccccc12)N/N=C/c1ccccc1O | -4 | 1.5 | -52 | -14 | -5 | 17 | 27 | -9 | 1.1
58 | CCn1c(=O)n(CC)c2cc(NC(=O)C(C)c3ccccc3)c(Br)cc21 (stereo not given) | 10 | 1 | -4 | -6 | -3 | 23 | -6 | -6 | 1.1
